# APOBEC3G inh: inhibitors of human APOBEC3G DNA deaminase | inhibition, % at 20 µM | recombinant A3G, ssDNA deamination FAM/TAMRA fluorescence | 330,000 tested, 0.28% active | AID 493012;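 active means inhibition of at least 40% at 20 µM, with no more than 30% in the related APOBEC3A deaminase screen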;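 further: plate controls were DMSO wells with A3G for no effect and wells lacking A3G enzyme for full effect; some compounds called inactive have numbers as strong as hits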
# Target sequence (Q9HC16 whole entry, looked up): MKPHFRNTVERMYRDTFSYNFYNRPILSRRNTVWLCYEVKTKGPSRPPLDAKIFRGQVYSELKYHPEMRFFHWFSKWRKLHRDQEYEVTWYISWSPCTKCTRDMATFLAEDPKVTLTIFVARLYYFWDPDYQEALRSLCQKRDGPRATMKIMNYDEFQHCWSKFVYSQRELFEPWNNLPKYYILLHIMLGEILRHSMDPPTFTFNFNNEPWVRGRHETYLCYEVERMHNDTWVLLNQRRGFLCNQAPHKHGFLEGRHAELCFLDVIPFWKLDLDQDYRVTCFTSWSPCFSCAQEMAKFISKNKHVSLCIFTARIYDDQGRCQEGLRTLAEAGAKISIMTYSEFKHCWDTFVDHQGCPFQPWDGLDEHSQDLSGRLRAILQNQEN
# SENP8 block-1: inhibitors of human SENP8 protease | inhibition, % at 20 µM | 360,000 tested, 0.64% active | recombinant SENP8, Nedd8 substrate fluorescence | Q96LD8 | AID 602440; in the data active means inhibition mostly above about 40%, no sharp cut-off; inactive means mostly below about 27%
# Target sequence (Q96LD8 whole entry, looked up): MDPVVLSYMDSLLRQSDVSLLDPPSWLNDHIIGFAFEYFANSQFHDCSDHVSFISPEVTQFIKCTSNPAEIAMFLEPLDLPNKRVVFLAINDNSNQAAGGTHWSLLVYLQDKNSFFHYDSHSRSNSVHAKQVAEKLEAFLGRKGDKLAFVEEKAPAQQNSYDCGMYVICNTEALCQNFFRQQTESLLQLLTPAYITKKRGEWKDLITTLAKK
# SENP1 inh: SENP1 (human) catalytic domain inhibition; Q9P0U3; 360,000 tested, 0.21% active; AID 624204; recombinant SENP1 catalytic domain, CyPet-SUMO1-YPet FRET cleavage; inhibition, % at 10 µM;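 active means inhibition at least 30% at 10 µM, raw YFP signal under a set limit, fluorescence ratio 0.5 to 1.5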;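 further: 0% = enzyme with DMSO and 100% = no enzyme wells; some results filed as inactive read as strong as hits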
# Target sequence (Q9P0U3 419-644 limits assumed): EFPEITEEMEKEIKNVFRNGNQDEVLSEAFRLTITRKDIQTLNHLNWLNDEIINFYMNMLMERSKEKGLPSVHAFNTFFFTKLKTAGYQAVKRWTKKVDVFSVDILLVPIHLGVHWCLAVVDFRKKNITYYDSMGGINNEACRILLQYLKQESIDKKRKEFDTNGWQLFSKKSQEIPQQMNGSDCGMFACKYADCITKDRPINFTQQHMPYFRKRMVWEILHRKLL
#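 Test system: recombinant human SENP1 catalytic domain, His6-tagged / Medium: pH 8 Tris buffer with EDTA, NaCl, BME, BSA, NP40, catalase / Also added: SUMO1 FRET substrate flanked by Cypet and Ypet, 25 nM / Times: 50 min reaction at room temperature / Signal: FRET, CFP and YFP emission / Control set: no-enzyme low control and enzyme-plus-DMSO high control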
# SENP8 block-2: SENP8 protease inhibition; Q96LD8; purified SENP8, Z-RLRGG-aminoluciferin cleavage, luminescence; inhibition, % at 10 µM; 330,000 tested, 1.2% active; AID 2540; in the data active means inhibition above about 50%
# SENP7 inh: blocks the human protease SENP7. 330,000 tested, 1.5% active. recombinant SENP7, Z-RLRGG-aminoluciferin luminescence, 40 min. Q9BQF6. inhibition, % at 5 µM. AID 434973;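 active means inhibition above about 50% at the single test dose, limit read from the data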;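 further: plate controls were DMSO with enzyme for no effect and no enzyme buffer wells for full effect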
# SENP6 block: inhibitors of human SENP6 protease; Recombinant SENP6 catalytic domain, aminoluciferin luminescence; inhibition, % at 10 µM; 330,000 tested, 1.8% active;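 active means inhibition above about 50% at the single tested dose, limit read from the data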;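 further: plate controls were DMSO wells with enzyme for no effect and DMSO wells lacking enzyme for full effect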
# Apaf1 inhib: inhibitors of human Apaf-1 apoptosome | 330,000 tested, 0.71% active | inhibition, % at 20 µM | O14727 | AID 489030 | reconstituted apoptosome caspase-3 activity, DEVD-Rh110 fluorescence; active means inhibition of at least 40% at 20 µM;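 further: plate controls were DMSO wells for no effect and DEVD-CHO caspase inhibitor wells for full effect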
#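 System: Apoptosome proteins | Medium: Hepes pH 7.5 with detergent and BSA | Also added: Cytochrome c trigger plus (Z-DEVD)2-Rh110 caspase-3 substrate | Incubation: 30 min compound preincubation, 50 min activation, room temperature | Detection: Rhodamine 110 fluorescence at Ex 480/Em 540 nm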
# UBC13 polyUb: inhibitors of human UBC13 polyubiquitin chain formation; P61088; TR-FRET; inhibition, % at 20 µM; 330,000 tested, 0.47% active; in the data active means inhibition above about 45%, passing the limit was not always enough
# Target sequence (P61088 whole entry, looked up): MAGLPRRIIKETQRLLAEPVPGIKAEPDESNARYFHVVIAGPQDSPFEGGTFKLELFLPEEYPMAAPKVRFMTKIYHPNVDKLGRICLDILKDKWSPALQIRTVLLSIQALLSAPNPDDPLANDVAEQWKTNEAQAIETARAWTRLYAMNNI
# An asterisk follows results filed as active; · = not tested or not shown.
# Second line of a record: APOBEC3G inh, SENP8 block-1, SENP1 inh, SENP8 block-2, SENP7 inh, SENP6 block, Apaf1 inhib, UBC13 polyUb
- CCOc1ccc(C(=O)NC2=NCCS2)cc1
  -3.1, ·, ·, -0.2, 5.8, 7.7, -11.5, 4.6
- COC(=O)CSc1nc(COc2ccccc2)nc2ccccc12
  -4.6, 3.4, 1.1, 10.0, -5.6, -7.0, -3.1, 14.2
- COc1ccc(OC)c(CN2CCN(Cc3cccc4ccccc34)CC2)c1
  -7.1, -13.0, 3.8, -10.5, -4.4, -8.5, 6.7, 14.2
- O=C(O)c1cc(S(=O)(=O)Nc2ccc3oc(=O)sc3c2)ccc1O
  -0.8, ·, ·, 8.6, 7.2, -4.2, 5.9, -2.4
- Cc1ccc(OCC(=O)Nc2nnc(S(=O)(=O)N3CCCCCC3)s2)cc1
  -3.9, -7.3, -3.0, 3.2, 0.7, 4.4, 5.1, -14.5
- COC(=O)n1c(SC)nc2ccccc21
  -0.6, 14.2, -0.3, 4.6, 0.1, -18.5, 1.2, -0.6
- Cc1ccc(C)c(NC(=O)c2ccc3nccnc3c2)c1
  -4.1, 3.0, 0.2, -7.5, -5.1, -22.6, -2.7, -4.7
- CCN1CCN(C(=O)NS(=O)(=O)c2ccc(C)cc2)CC1
  -3.7, 22.3, 0.8, 5.2, 10.1, -24.2, 7.1, 5.9
- CCOC(=O)C1CCN(C(=O)Cn2cc(C(=O)c3ccco3)c3ccccc32)CC1
  -0.2, -51.6, -0.3, 3.2, -5.0, 7.0, 1.0, -4.1
- CC(=O)Nc1ccc(OC(=O)CC2SC(=O)NC2=O)cc1 (stereo unspecified)
  1.0, 26.4, 1.2, 3.6, 1.8, 11.2, 4.0, -0.6
- Cn1c(Cn2c(=O)sc3ccccc32)nnc1SCC(=O)Nc1ccc(Cl)cc1
  1.8, 17.4, 0.2, 2.7, -3.9, -0.2, 7.2, 43.6
- O=C(Nc1cc(=O)[nH]c2ncnn12)c1ccccc1Cl
  -2.9, 3.2, -12.8, 5.7, 10.9, 1.9, -1.9, -5.9
- O=C1c2ccc(-c3nc4ccccc4o3)cc2C(=O)N1Cc1cccnc1
  -2.0, ·, ·, 6.6, 3.6, 15.4, -5.5, -6.7
- CCOC(=O)CN(Cc1sccc1C)C(=O)Nc1ccc(OC)cc1OC
  2.6, 3.8, 0.5, 1.9, -4.2, -0.1, 1.9, 2.0
- N#Cc1c(NC(=O)COC(=O)C2CC3C=CC2C3)oc(-c2ccccc2)c1-c1ccccc1 (stereo unspecified)
  -7.7, -128.4, -2.2, -7.4, -11.1, -5.1, 26.3, -6.3
- Cc1cc(CN(C)C(=O)CC2C(=O)NCCN2Cc2ccc(-c3ccccc3)cc2)on1 (stereo unspecified)
  -5.4, -137.8, -13.4, 3.7, 2.0, -1.6, 17.8, 5.2
- COc1ccc2nc(/C=N/NC(=O)[C@H](CCSC)NC(=O)OC(C)(C)C)ccc2c1
  -1.1, -416.3, 0.7, -4.2, -2.9, 9.2, 21.3, -5.8
- O=C(O)c1cc(S(=O)(=O)N2CCOCC2)ccc1N1CCCCC1
  -5.4, -1.9, 1.3, -7.5, -4.9, -4.8, 10.5, 0.7
- CN(Cc1ccccc1)C(=O)COC(=O)CCC(=O)c1ccc(F)cc1
  -5.8, 0.1, 4.6, -9.1, -11.6, -24.8, 12.1, -8.9
- COc1cccc(C(=O)CSc2nnc(-c3ccco3)n2CC2CCCO2)c1 (stereo unspecified)
  -6.0, 15.7, -3.2, -0.1, 0.1, -6.2, -3.5, 1.6
- CCn1c(/C=C2/C(=O)N(C)c3ccccc32)nc2ccccc2c1=O
  -5.4, 21.5, -1.2, -4.2, -5.2, -2.0, 13.5, -10.3
- COc1cc(C2C(C(=O)Nc3ccccc3OC)=C(C)Nc3ncnn32)ccc1O (stereo unspecified)
  -2.8, 0.9, -0.3, 3.0, -1.2, -9.1, -3.0, -6.6
- Cc1csc(NC(=O)C2CCCO2)n1 (stereo unspecified)
  -0.3, 14.2, 1.3, 0.9, 7.4, 1.2, 4.3, -2.6
- O=C(Nc1cccc(C(=O)O)c1)/C(=C\c1ccccc1)NC(=O)c1ccccc1
  -5.7, -17.7, -6.3, 0.3, -3.3, -16.2, -3.0, -0.5
- CCNC(=O)NC(=O)C(C)Oc1ccc(C(=O)OC)cc1 (stereo unspecified)
  -5.1, 23.9, 1.2, 4.2, 0.4, -4.2, -0.4, 4.3
- CN(Cc1ccc(Cl)s1)C(=O)CSc1nnc(C2CC2)n1C1CC1
  -10.2, 5.9, 1.6, -11.9, -7.7, -34.5, 9.8, 2.7
- Cc1ccc(NC(=O)Cc2nnc(SCC(=O)NC3CCCC3)n2C)cc1C
  -1.7, 10.0, 2.6, 4.8, -5.6, 18.9, -7.3, 2.0
- COCCCn1c(=O)/c(=C\c2cccc(OC)c2OC)s/c1=C(/C#N)C(=O)Nc1ccc(C(=O)O)cc1
  -1.2, -42.1, -44.4, -0.3, -9.5, 7.6, 22.9, -23.5
- O=C(Nc1cccc([N+](=O)[O-])c1)c1ccc2nc(N3C(=O)CCC3=O)sc2c1
  -11.9, 20.9, 0.8, -4.1, 1.1, -3.5, 6.9, -1.7
- Cc1cc(C)c(NC(=O)CO/N=C2\CCCc3nonc32)c(C)c1
  3.2, 5.7, -7.0, -6.1, 1.9, -12.7, -32.2, -1.5

# Remaining list, next part
# Second line of a record: APOBEC3G inh, SENP8 block-1, SENP1 inh, SENP8 block-2, SENP7 inh, SENP6 block, Apaf1 inhib, UBC13 polyUb
- Cc1ccc(-c2nc(CS(=O)(=O)CC(=O)NCc3ccc4c(c3)OCO4)c(C)o2)cc1
  -5.1, -2.0, 0.3, 4.7, 1.3, 5.9, -1.3, -0.2
- CCOc1ncccc1C(=O)OC(C)C(=O)Nc1ccc(CC)cc1 (stereo unspecified)
  -2.8, 22.1, 0.9, -1.1, 7.3, -14.3, -0.5, -1.5
- O=S(=O)(c1ccc2nc(SCc3ccc(Cl)cc3)[nH]c2c1)N1CCOCC1
  -4.0, 13.4, 0.3, -5.3, -3.4, -10.2, 4.5, 18.0
- CC(C)c1nc2c(s1)CCc1onc(-c3ccc(Cl)cc3)c1-2
  -11.5, 14.2, 2.4, -12.2, -13.7, -15.0, 15.0, 12.4
- O=S(=O)(c1cccs1)N1CCC(CO)(Cc2cccc(F)c2)CC1
  -7.1, 11.9, 0.2, -7.6, -2.2, -16.4, 8.1, 2.9
- COc1ccccc1CCC(=O)N1CCN(S(=O)(=O)c2cccc(F)c2)CC1
  -4.9, 5.3, 0.7, -4.7, 4.4, -6.4, 30.1, 19.2
- CC1(C)OC(C)(C)/C(=C\c2ccccc2[N+](=O)[O-])C1=O
  2.3, 19.8, -1.0, -2.5, 4.1, -0.5, -21.5, 2.9
- Cc1ccc(C(=O)Oc2ccc([N+](=O)[O-])cc2)cc1S(=O)(=O)N1CCCCCC1
  -7.1, 12.0, -1.0, -4.0, 6.0, -7.5, 6.4, 15.2
- COc1ccc(-c2noc(CSc3nc(N)c(-c4ccccc4)c(=O)[nH]3)n2)cc1
  0.4, 12.9, 1.7, -1.9, -0.9, -6.7, -3.3, -4.5
- CN1CCC(=O)N(CCSc2ccc(Br)cc2)CC1
  -7.0, 14.9, 0.8, 6.0, 3.6, 13.3, -0.7, 6.3
- NC(=O)Cn1nc([N+](=O)[O-])nc1Oc1ccc(Br)cc1
  -11.7, 9.5, 0.9, 1.1, -6.1, 21.4, -23.3, 9.1
- Cc1ccc(/C=N/n2c(C)nnc2C)o1
  -3.7, 10.9, 1.4, -1.0, 5.7, -9.2, -4.4, 12.7
- O=C(COc1ccc(Oc2ccccc2)cc1)NC1CCS(=O)(=O)C1 (stereo unspecified)
  -3.2, 8.3, 1.1, 2.7, 5.7, -11.3, -4.4, 15.2
- Cc1ccc(C2(CCNCc3ccc(N(C)C)cc3)CCOC(C(C)C)C2)cc1 (stereo unspecified)
  -11.8, 10.5, 3.7, -4.6, -6.3, -14.5, -4.9, 5.0
- COc1ccccc1NC(=O)CN1CCOCC1
  -7.3, 9.7, -0.2, -2.7, 2.7, -15.0, -10.1, -3.2
- COc1ccc(NC(=O)CCCN2C(=O)CN(C)C2=O)cc1Cl
  -8.0, 0.9, 3.6, 9.6, -2.0, 10.8, -8.6, 8.0
- CN(C)c1ccc(N=Cc2nc(-c3ccccc3)oc2O)cc1
  -7.9, 40.4*, -20.7, -11.7, 31.5, 7.0, 13.6, -84.7
- Cc1ccc(-n2ncc3c2CC(C)(C)CC3NC(=O)C2CCOCC2)cc1 (stereo unspecified)
  -8.0, 10.5, -0.9, 0.8, 6.2, -2.9, -8.4, 3.6
- CC(C)(C)NC(=O)N1CCCC(C(=O)c2cccc(Cl)c2)C1 (stereo unspecified)
  -3.4, 4.5, 0.7, -6.8, 3.0, 2.2, -8.5, 2.8
- O=C(CSCc1ccc(Cl)cc1)N1CCN(Cc2ccc3c(c2)OCO3)CC1
  2.6, 15.9, -0.7, -6.0, -1.0, -8.3, 12.8, 1.8
- CC(=O)NCC1CCN(C(=O)C2CCC(=O)N(CCc3cccc(F)c3)C2)CC1 (stereo unspecified)
  -7.8, 9.4, -0.9, -0.8, -4.8, -8.7, -6.5, -0.5
- CC(C)C(=O)Nc1ccc(C(=O)NNC(=O)CCCOc2ccc(Cl)cc2Cl)cc1
  1.5, 26.4, 1.2, -3.7, -7.6, 7.3, -0.1, -12.3

# Filtered by structure, the compounds so far containing a nitro group on carbon.
# Second line of a record: APOBEC3G inh, SENP8 block-1, SENP1 inh, SENP8 block-2, SENP7 inh, SENP6 block, Apaf1 inhib, UBC13 polyUb
- O=C(Nc1cccc([N+](=O)[O-])c1)c1ccc2nc(N3C(=O)CCC3=O)sc2c1
  -11.9, 20.9, 0.8, -4.1, 1.1, -3.5, 6.9, -1.7
- CC1(C)OC(C)(C)/C(=C\c2ccccc2[N+](=O)[O-])C1=O
  2.3, 19.8, -1.0, -2.5, 4.1, -0.5, -21.5, 2.9
- Cc1ccc(C(=O)Oc2ccc([N+](=O)[O-])cc2)cc1S(=O)(=O)N1CCCCCC1
  -7.1, 12.0, -1.0, -4.0, 6.0, -7.5, 6.4, 15.2
- NC(=O)Cn1nc([N+](=O)[O-])nc1Oc1ccc(Br)cc1
  -11.7, 9.5, 0.9, 1.1, -6.1, 21.4, -23.3, 9.1

# In the list so far, three have a thiophene ring, fused or not.
# Second line of a record: APOBEC3G inh, SENP8 block-1, SENP1 inh, SENP8 block-2, SENP7 inh, SENP6 block, Apaf1 inhib, UBC13 polyUb
- CCOC(=O)CN(Cc1sccc1C)C(=O)Nc1ccc(OC)cc1OC
  2.6, 3.8, 0.5, 1.9, -4.2, -0.1, 1.9, 2.0
- CN(Cc1ccc(Cl)s1)C(=O)CSc1nnc(C2CC2)n1C1CC1
  -10.2, 5.9, 1.6, -11.9, -7.7, -34.5, 9.8, 2.7
- O=S(=O)(c1cccs1)N1CCC(CO)(Cc2cccc(F)c2)CC1
  -7.1, 11.9, 0.2, -7.6, -2.2, -16.4, 8.1, 2.9

# Reformatted field by field: entries from further up.
CC(C)c1nc2c(s1)CCc1onc(-c3ccc(Cl)cc3)c1-2
  APOBEC3G inh: -11.5	SENP8 block-1: 14.2	SENP1 inh: 2.4	SENP8 block-2: -12.2	SENP7 inh: -13.7	SENP6 block: -15.0	Apaf1 inhib: 15.0	UBC13 polyUb: 12.4
O=S(=O)(c1cccs1)N1CCC(CO)(Cc2cccc(F)c2)CC1
  APOBEC3G inh: -7.1	SENP8 block-1: 11.9	SENP1 inh: 0.2	SENP8 block-2: -7.6	SENP7 inh: -2.2	SENP6 block: -16.4	Apaf1 inhib: 8.1	UBC13 polyUb: 2.9

# Bioassay records: PubChem BioAssay, Sanford-Burnham Center for Chemical Genomics

# Compounds as they come. Share with any hit: about 3.6%.
